ATXN viability: Viability Counterscreen for Primary qHTS for Inhibitors of ATXN expression. AID 651635, 2014. Potency, µM (top dose mostly 56.7 µM), most hits filed as cytotoxic. S2 cells (HEK-293 line with an ATXN2-luciferase reporter) viability, CellTiter-Fluor protease fluorescence, 24 h. 400,000 compounds, 0.49% hits; note: potency is the fitted concentration of half-maximal effect; nearly all actives have a fitted effect of over 40% in size
IL1B secr inh: qHTS for Inhibitors of Inflammasome Signaling: IL-1-beta AlphaLISA Primary Screen. THP-1 LPS/ATP IL-1B secretion, AlphaLISA, 16 h; hits give low values. activity change, % at 57.5 µM. 360,000 compounds, 4.7% hits; in the data active = activity change below about -50%; inconclusive = mostly about -30% to -49%; note: % is set by controls: 0 for no effect and ±100 for the full control effect
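Secreted IL-1B measured by AlphaLISA bead assay after 16 h compound exposure of THP-1 cells; compounds (final up to 57.5 uM) added 1 h before LPS (250 ng/mL) and ATP (1.25 mM) stimulation; lower signal means less secretion.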
MCF10A rerep: A quantitative high throughput screen for small molecules that induce DNA re-replication in MCF 10a normal breast cells | MCF 10A DNA re-replication, Hoechst nuclear intensity, 48 h | Potency, µM (doses to about 46.1 µM), for the others: at the highest dose activity, positive = re-replication, hits mostly activators | 350,000 compounds, 2.9% hits | AID 624296, 2012; note: potency is the fitted concentration of half-maximal effect; % of control where 0% means no effect; nearly all actives have a fitted effect of over 50% in size
HepG2 tox: qHTS for Inhibitors of TGF-b: Cytotox Counterscreen | AID 588856, 2011 | 410,000 compounds, 0.76% hits | Potency, µM (titrated, usually from 46.1 µM), inactives show at the highest dose activity change, negative = cytotoxicity, hits mostly cytotoxic | HepG2 CAGA-GFP viability, ATP luminescence, 18 h; note: potency is the fitted concentration of half-maximal effect; some results filed as inactive show a strong effect at the top dose
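HepG2 CAGA-GFP cells (1000/well, DMEM with 1% FBS) received compound, then TGF-beta at 500 pg/mL final, and were incubated 18 hours at 37 degrees C. Viability was read by CellTiter-Glo luminescence. Media-only wells were set as complete cell-killing and DMSO as no toxicity.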
Nrf2 activator: qHTS of Nrf2 Activators | Potency, µM (series often up to 46.1 µM), for inactives: at the top dose activation, usual class: activators | AREc32 ARE-luciferase reporter (MCF7-derived line), luminescence, 24 h | 410,000 compounds, 0.31% hits | AID 624171, 2012; note: potency is the fitted concentration of half-maximal effect; % of control where 0% means no effect; nearly all actives have a fitted effect of over 65% in size
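AREc32_Fluc, 1000 cells/well, OPTI-MEM + 5% FBS, o/n 37 deg C 5% CO2; 23 nL cpd by pin tool, 24 hr; Steady-Glo 30 min RT, luminescence.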
Nrf2 inh: Nrf2 qHTS screen for inhibitors; Potency, µM (highest dose often 46 µM), for the others: top-dose activity change, negative = inhibition, actives largely listed as inhibitors; A549 ARE-Fluc reporter, luciferase luminescence, 18-24 h; 360,000 compounds, 2.1% hits; note: potency is the fitted concentration of half-maximal effect; % is set by controls: 0 for no effect and ±100 for the full control effect; nearly all actives have a fitted effect of over 60% in size
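A549 ARE_Fluc cells, 5000/well, 5% FBS OPTI-MEM; compounds in dose-response, 18-24 h at 37 °C/5% CO2; CellTiter-Fluor viability read (Ex 405/Em 525), then BugLite luciferase luminescence = Nrf2 activity.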
A549 tox: Nrf2 qHTS screen for inhibitors: counterscreen for cytotoxicity; A549 ARE-Fluc cells, CellTiter-Fluor viability, 18-24 h; Potency, µM (titrated, usually from 46 µM), inactives show top-dose activity change, negative = cytotoxicity, most hits filed as inhibitors; 390,000 compounds, 0.16% hits; note: potency is the fitted concentration of half-maximal effect; % is set by controls: 0 for no effect and ±100 for the full control effect
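Cytotoxicity counterscreen: CellTiter-Fluor fluorescence was measured in A549 ARE_Fluc cells after 18-24 h of compound exposure in a concentration series. The subsequent BugLite luminescent read reports ARE-luciferase activity.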
TGFb SMAD3 inh: qHTS for Inhibitors of TGF-b; HepG2 CAGA-GFP TGF-b/SMAD3 reporter, GFP fluorescence, 18 h; TGF-beta stimulated, 500 pg/mL final; Potency, µM (series often up to 46.1 µM), for inactives: at the highest dose activity, negative = inhibition, actives largely listed as inhibitors; 410,000 compounds, 1.2% hits; note: potency is the fitted concentration of half-maximal effect; % is set by controls: 0 for no effect and ±100 for the full control effect; nearly all actives have a fitted effect of over 65% in size
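HEPG2 CAGA-GFP reporter cells (1000/well, DMEM with 1% FBS) received compounds, then recombinant TGF-beta at 500 pg/mL final for 18 hours at 37 degrees C. Per-cell GFP summed per well was normalised to unstimulated and stimulated DMSO controls before curve fitting.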
ATXN2 expr inh: Primary qHTS for Inhibitors of ATXN expression | HEK-293 ATXN2-luciferase reporter, luminescence, 24 h | Potency, µM (titrated, usually from 57 µM), inactives show top-dose activity change, negative = inhibition, hits mostly inhibitors | 360,000 compounds, 0.72% hits; note: potency is the fitted concentration of half-maximal effect; % is set by controls: 0 for no effect and ±100 for the full control effect; nearly all actives have a fitted effect of over 55% in size
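qHTS (up to 57 uM final) was run with 24 h compound exposure of reporter cells at 37 °C. Each well was multiplexed: SteadyGlo luminescence measured ATXN2-luciferase expression after a fluorogenic Gly-Phe-AFC viability readout (25 uM final).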
The depositor's hits bear a star; i = inactive; ? = inconclusive; . = no result given; & = joins results of further samples; [ ] = remark or other dose. Unless noted, calls come from the whole dose curve; as a rule, active = well fitted curve in the direction sought with a large enough effect; inconclusive = small, poorly fitted or top-dose-only effect, or another doubt; inactive = no such curve, though single readings can be large; an effect the other way counts as inactive or inconclusive. An unsorted share of the library. Share with any hit: about 8.8%.

The first 3 compounds (preview)
SMILES | A549 tox | ATXN viability | Nrf2 inh | Nrf2 activator | IL1B secr inh | HepG2 tox | MCF10A rerep | TGFb SMAD3 inh | ATXN2 expr inh
NS(=O)(=O)c1cc(C(=O)OCC(=O)N2CCc3ccccc3C2)ccc1Cl | 11% | i | ? | 2.8% | 26 | 25% | 0% | 7% | .
CCOc1ccc(NS(=O)(=O)c2cc(Br)cc3c2N(C(=O)C2CC2)CC3)cc1 | -15% | i | 12%[9.27 µM] | -1.7% | . | 1% | . | 1% | 6%
Cc1cc(C)c(C2C(C#N)=C(N)Oc3n[nH]c(C)c32)cc1CN1CCOCC1 (stereo not given) | -11% | i | 4% | -0.4% | -29 | -28% | 20% | 2% | -17%

All compounds of this part, from the start:
SMILES | A549 tox | ATXN viability | Nrf2 inh | Nrf2 activator | IL1B secr inh | HepG2 tox | MCF10A rerep | TGFb SMAD3 inh | ATXN2 expr inh
NS(=O)(=O)c1cc(C(=O)OCC(=O)N2CCc3ccccc3C2)ccc1Cl | 11% | i | ? | 2.8% | 26 | 25% | 0% | 7% | .
CCOc1ccc(NS(=O)(=O)c2cc(Br)cc3c2N(C(=O)C2CC2)CC3)cc1 | -15% | i | 12%[9.27 µM] | -1.7% | . | 1% | . | 1% | 6%
Cc1cc(C)c(C2C(C#N)=C(N)Oc3n[nH]c(C)c32)cc1CN1CCOCC1 (stereo not given) | -11% | i | 4% | -0.4% | -29 | -28% | 20% | 2% | -17%
COc1ccc(NS(=O)(=O)c2ccc(C)c(C(=O)N3CCC3)c2)cc1 | 0% | i | 0% | 0.0% | 6 | 0% | 7% | -13% | 5%
CC(=O)[C@@]1(O)CC[C@H]2[C@@H]3C[C@H](C)C4=CC(=O)C=C[C@]4(C)[C@@]3(F)[C@@H](O)C[C@@]21C | 9% | ? | ? | 0.4% | -79* | -12% | 5%&-5% | 21% | 14%&-12%
Cc1ccc(Cn2c(CNS(=O)(=O)c3ccc(Cl)s3)nc3cccnc32)cc1 | 6% | . | . | 2.3% | . | -13% | . | 1% | .
O=c1cc(CN2CCc3ccccc3C2)nc2sccn12 | 7% | i | 12% | 2.8% | 41 | -17% | 0% | -13% | 0%
Cn1c2ccccc2c2cc(C(=O)OCC(=O)N3CC(=O)Nc4ccccc43)sc21 | -2% | i | -21% | 4.6% | 8 | -2% | 19% | 2% | 6%
COc1cc(C(=O)NNC(=O)Nc2ccc([N+](=O)[O-])cc2)cc(OC)c1OC | 13% | i | ? | 1.4% | 47 | -18% | 24% | -7% | 0%
COc1ccc(S(=O)(=O)/C(C#N)=C/Nc2ccc(NC(C)=O)cc2)cc1 | 4% | i | -39% | 0.1% | -12 | -13% | 18% | 23% | .
COc1nccc(Nc2ccccc2)c1C#N | 12% | i | . | -0.2% | -13 | -7% | 2% | 1% | 1%
CCc1ccc(-c2cc(C(F)(F)F)n3nc(C(=O)Nc4cnn(Cc5ccc(C)cc5)c4)cc3n2)s1 | 26µM* | ? | 8.2µM* | 0.3% | -27 | -22% | ? | 2% | 11µM*
Cc1ccccc1NC(=O)c1oc(=O)c2ccccc2c1-c1ccccc1 | 1% | i | 1% | 2.3% | 28 | -23% | 8% | -17% | -9%
O=C1C(=O)N(CCCn2ccnc2)C(c2ccc(Cl)cc2)/C1=C(\O)c1ccc2c(c1)OCCO2 (stereo not given) | 5% | i | 4% | -0.1% | -2 | -2% | -4% | 14% | .
COc1cccc(/C=N/n2c(COc3ccccc3)n[nH]c2=S)c1OC | 22% | i | 20% | 0.6% | 50 | -11% | -12% | 5% | .
CCOC(=O)N1CCN(C(=O)CCn2nc(-c3ccc(Cl)cc3)ccc2=O)CC1 | 1% | i | 3% | -0.5% | -16 | -3% | 10% | 0% | 6%
CCCCCCC/C=N/Nc1nnc(Cc2ccccc2)c(=O)[nH]1 | 4% | i | 4% | -0.5% | 26 | -2% | -2% | 0% | 3%
C/C(N)=C(/C#N)C(=O)CSc1nc2ccccc2c(=O)n1Cc1ccc(F)cc1 | 0% | ? | ? | -0.5% | -11 | -46% | 23% | 11µM* | .
Cc1ccc(Nc2cc(C)nc3nc(C)nn23)c(C)c1 | 12% | i | -16% | 2.9% | -21 | -24% | -1% | 3% | 1%
O=C(CN1C(=O)NC2(CCCC2)C1=O)NCCN1C(=O)S/C(=C\c2ccccc2F)C1=O | -16% | i | ? | 5.5% | -3 | 0% | -3% | 0% | 47%[activator]
O=C(NCc1cccs1)C1CCCN1C(=O)Nc1ccccc1Cl (stereo not given) | -5% | i | 26% | -0.9% | 1 | 8% | 0% | 15% | 15%
CC1(C)CC(=O)C(CC(=O)NC(=O)NCc2ccccc2)=C(O)C1 | -7% | i | -12% | 0.4% | 6 | -3% | -2% | -17% | 5%
CCN(CC(=O)NCCc1ccc(F)cc1)Cc1nc2ccccc2c(=O)[nH]1 | -15% | i | -21% | 0.7% | 11 | -34% | 6% | -7% | .
COc1ccccc1NC(=O)c1ccccc1-c1nc(-c2ccccc2OC)no1 | 10% | i | . | -0.3% | -3 | -17% | -2% | -3% | 11%
NCCCC(=O)N1c2ccccc2Sc2ccccc21 | -7% | i | 3% | 0.2% | -24 | -20% | -12% | -2% | -13%

Three records picked at random from the list so far:
SMILES | A549 tox | ATXN viability | Nrf2 inh | Nrf2 activator | IL1B secr inh | HepG2 tox | MCF10A rerep | TGFb SMAD3 inh | ATXN2 expr inh
Cc1ccc(Nc2cc(C)nc3nc(C)nn23)c(C)c1 | 12% | i | -16% | 2.9% | -21 | -24% | -1% | 3% | 1%
COc1cc(C(=O)NNC(=O)Nc2ccc([N+](=O)[O-])cc2)cc(OC)c1OC | 13% | i | ? | 1.4% | 47 | -18% | 24% | -7% | 0%
C/C(N)=C(/C#N)C(=O)CSc1nc2ccccc2c(=O)n1Cc1ccc(F)cc1 | 0% | ? | ? | -0.5% | -11 | -46% | 23% | 11µM* | .

Compound profiles, from the list above. Screens in order: A549 tox	ATXN viability	Nrf2 inh	Nrf2 activator	IL1B secr inh	HepG2 tox	MCF10A rerep	TGFb SMAD3 inh	ATXN2 expr inh
COc1ccc(S(=O)(=O)/C(C#N)=C/Nc2ccc(NC(C)=O)cc2)cc1 reads 4%	i	-39%	0.1%	-12	-13%	18%	23%	.
Cc1ccc(Cn2c(CNS(=O)(=O)c3ccc(Cl)s3)nc3cccnc32)cc1 reads 6%	.	.	2.3%	.	-13%	.	1%	.

Further records:
SMILES | A549 tox | ATXN viability | Nrf2 inh | Nrf2 activator | IL1B secr inh | HepG2 tox | MCF10A rerep | TGFb SMAD3 inh | ATXN2 expr inh
COc1ccc(N2CCN(C(=O)CSc3nnnn3-c3ccc4c(c3)OCCO4)CC2)cc1 | -2% | i | 16µM* | 0.5% | -59* | 2% | 16µM* | -4% | 0%
Cc1cc(OCc2cc(C(=O)N(C)C3CCOCC3)no2)cc(C)c1Cl | 9% | i | 5% | 2.8% | -7 | -37% | 7% | -5% | 16%
Cc1ccc(S(=O)(=O)N(CC(=O)N2CCOCC2)c2ccc(Br)cc2)cc1 | -18% | i | -24% | 0.0% | 2 | 5% | -1% | 45%[activator] | 1%
O=C(NN1CCOCC1)c1ccccc1Br | -1% | i | 0% | -0.6% | 31 | -15% | -1% | 5% | 1%
Cc1cccc(N2C(=O)CC(N3CCN(c4ccccn4)CC3)C2=O)c1 (stereo not given) | 0% | i | -17% | 0.1% | 9 | -10% | -9% | -5% | -10%
CCOc1ccc(NC(=O)CSc2nnc(C3CC3)n2C)cc1 | -4% | i | -1% | -0.1% | -6 | -8% | -15% | -13% | 20%
CN1CCN(C2=C(NS(=O)(=O)c3cccs3)C(=O)c3ccccc3C2=O)CC1 | -20% | i | ? | -1.4% | 69 | -27% | 0% | ? | ?
Cc1[nH]c(-c2ccco2)nc1C(=O)O | 8% | i | . | 0.1% | -4 | -22% | -16% | 24% | -10%
COc1ccc2[nH]c(C(=O)N(C)Cc3ccccc3)c(C)c2c1 | 6% | i | -5% | 0.2% | -21 | 5% | 15% | 4% | 47%[activator]
COc1ccc(N2CCN(C(=O)Cn3cnc4nc5c(cc4c3=O)CCCC5)CC2)cc1 | -12% | i | . | -0.8% | . | 11% | . | 0% | 6%
O=C(O)/C=C/C(=O)NCc1csc2ccccc12 | 18% | i | 22% | -0.4% | -11 | 153% | 9% | 19% | .
Cc1sc(NC(=O)c2cc3ccccc3oc2=O)c(C(=O)OC(C)C)c1-c1ccccc1 | 2% | i | 5% | 0.2% | -10 | -3% | 1% | -4% | -19%
COc1cccc(-c2nn(C)c3sc(C(=O)NCCc4cccc(C)c4)cc23)c1 | -8% | i | ? | -0.3% | . | -24% | . | 0% | -30%
CC(C)c1c(C(=O)N/N=C2\CCc3ccccc32)nnn1-c1nonc1N | 5% | ? | -10% | -0.2% | -11 | -3% | 1% | 2% | -1%
CCOc1ccc(C2=Nn3c(CC)nnc3SC2)cc1 | ? | i | -26% | 6.7% | 0 | -1% | 13% | 0% | 9%
NNc1ccc2c(C(F)(F)F)cc(C(F)(F)F)nc2n1 | -10% | i | ? | 0.3% | 16 | 0% | -10% | 0% | -6%
O=C(COC(=O)c1ccccc1)NCc1cccs1 | 16% | i | -12% | 0.3% | 41 | 0% | 2% | -4% | .
COCCCNC(=O)/C=C/c1cccc(Cl)c1 | -8% | i | 1% | 0.2% | -19 | -1% | 0% | -9% | 15%
CC(=O)NCCNc1nc2cc(-c3cccc(C(F)(F)F)c3)sc2c(=O)n1C | . | i | . | 26% | 0 | -15% | . | -9% | -22%

Screening data deposited in PubChem BioAssay by National Center for Advancing Translational Sciences (NCATS).
